All columns: NCI-60 one-dose screen, growth in % after 48 h at 10 µM unless noted; 100 = growth as untreated, 0 = no growth, -100 = all killed.
SNB-19 – SNB-19 CNS cancer cells. AID 1794751. 81,000 compounds, 2.5% hits
HCC-2998 – HCC-2998 colon cancer. 79,000 compounds, 4.7% hits
KM12 – KM12 colon cancer cells | 82,000 compounds, 5% hits
HT29 – HT29 colon cancer. 81,000 compounds, 7.4% hits
HCT-116 – HCT-116 colon cancer; 82,000 compounds, 7.3% hits; AID 1794798
COLO 205 – COLO 205 colon cancer; 79,000 compounds, 7.3% hits; AID 1794742
SNB-75 – SNB-75 CNS cancer; 79,000 compounds, 5% hits; AID 1794750
HCT-15 – HCT-15 colon cancer; 82,000 compounds, 5.2% hits
SW-620 – SW-620 colon cancer | 82,000 compounds, 5.2% hits | AID 1794795
An asterisk follows results filed as active; nt = not tested or not shown. How the source made its calls: active means growth percent below 10; inactive means the rest.

The first 3 records, to show the layout:
SMILES	SNB-19	HCC-2998	KM12	HT29	HCT-116	COLO 205	SNB-75	HCT-15	SW-620
COc1ccc2c(c1)nc(N)c1c3cc(C)c(C)cc3cn21	78	86	47	38	50	nt	93	49	42
CCC(C)c1c(N)[nH]oc1=O (centres undefined)	104	104	102	108	112	115	83	107	101
O=c1[nH]cnc2c(-c3nc4ccccc4s3)c(Nc3ccccc3)sc12	92	106	88	95	83	104	93	86	85

All compounds of this part (from the top)
SMILES	SNB-19	HCC-2998	KM12	HT29	HCT-116	COLO 205	SNB-75	HCT-15	SW-620
COc1ccc2c(c1)nc(N)c1c3cc(C)c(C)cc3cn21	78	86	47	38	50	nt	93	49	42
CCC(C)c1c(N)[nH]oc1=O (centres undefined)	104	104	102	108	112	115	83	107	101
O=c1[nH]cnc2c(-c3nc4ccccc4s3)c(Nc3ccccc3)sc12	92	106	88	95	83	104	93	86	85
COC(=O)[C@]1(C(C)C)N[C@H](c2cn(-c3ccccc3)nc2C)[C@@H]2C(=O)N(c3ccc(C)cc3)C(=O)[C@@H]21	98	101	106	102	102	115	86	105	102
CCCCSc1ncnc2c1ncn2C1CCCCO1 (centres undefined)	103	111	108	109	100	108	104	102	107
CCOC(=O)NC(C)(C)CN(C(=O)OCC)c1ccccc1	104	nt	113	111	112	114	85	105	104
Cc1cc2nnn(Cc3cccc(NC(=O)CCCC(=O)O)c3)c2cc1C	100	105	106	110	101	107	89	108	102
O=C(O)/C=C/c1ccc2c(c1)CCC2	105	108	106	104	105	105	100	99	106
COc1cccc(NC(=O)Nc2ccc(Oc3ncnc4sc5c(c34)CCCC5)cc2)c1	70	102	28	55	56	nt	50	67	96
C#CCC1(c2ccc(OC)cc2)NS(=O)(=O)c2ccccc21 (centres undefined)	107	106	99	107	87	101	91	90	106
C#CC(C)(O)CCCCCC (centres undefined)	106	99	106	100	102	103	85	100	100
COc1ccc(/C=C/C(=O)c2cccc(OCCCCOc3cccc(C(=O)/C=C/c4ccc(OC)c(OC)c4)c3)c2)cc1OC	82	116	79	92	59	112	68	81	89
CCCCCCCCCCCCCCOC(=O)CSC#N	106	103	102	100	103	116	113	107	101
CCCCCCCCCCCCCCCCNC(=S)C(=S)NCCCCCCCCCCCCCCCC	109	112	101	118	105	116	121	98	102
CCCC[n+]1c(/C=C\c2c(OC)cc(OC)cc2OC)ccc2ccccc21	19	2.5*	-79*	-33*	2.8*	-53*	-13*	35	5.1*
CCOC(=O)C1CC(=O)c2cc(OC)c(OC)cc2C1 (centres undefined)	100	101	103	89	96	127	92	100	111
Cc1cccc(-c2nc(C(C)C)sc2-c2ccnc(NCCCNS(=O)(=O)c3ccc(Cl)cc3)c2)c1	90	75	58	17	54	61	98	37	57
NS(=O)(=O)c1cccc(NC(=O)Nc2nc3ccccc3s2)c1	58	90	51	74	51	58	80	79	65
NS(=O)(=O)c1ccc(-c2cc(-c3nnc(SCC(=O)Nc4ccc(Cl)cc4)n3-c3ccccc3)c3ccccc3n2)cc1	80	83	69	70	66	81	58	67	89
O=C1/C(=C/c2ccc(OCCCOc3ccc(Cl)cc3)cc2)N=C2SCCCN12	78	nt	71	76	46	78	84	63	102
Cc1cc(NC(=O)COCC(=O)O)no1	107	112	103	111	106	102	107	100	98
Cc1ccc(S(=O)(=O)Nc2ccc([N+](=O)[O-])cc2)cc1	88	100	104	96	84	113	nt	98	103
O=C(NCc1ccc(Cl)cc1)c1ncoc1-c1ccc2c(c1)OCCO2	101	103	106	109	102	125	86	100	109
CCOC(=O)/C=C/c1cccc2c1C(=O)NC(C)(c1cc3cc(Cl)ccc3oc1=O)N2 (centres undefined)	34	39	26	33	18	32	nt	21	41
COc1ccc(/C(O)=C2\C(=O)C(=O)N(CCCn3ccnc3)C2c2cccc(Oc3ccccc3)c2)cc1 (centres undefined)	105	103	113	118	83	115	111	131	104

Further results:
SMILES	SNB-19	HCC-2998	KM12	HT29	HCT-116	COLO 205	SNB-75	HCT-15	SW-620
O=C1Nc2c(c(=O)n(-c3ccccc3)c3ccccc23)C(c2ccc(Cl)cc2)N1 (centres undefined)	60	61	61	106	56	107	81	90	98
CCCCN(CCCC)CC(O)CN(CCCC)CCCC	106	94	102	114	109	100	97	109	103
CCCCCCOC(=O)C(O)c1ccccc1 (centres undefined)	108	100	100	103	112	116	98	102	106
NNC(=O)OCc1ccccc1	99	96	103	109	98	104	92	92	101
COc1c(-c2cc(-c3ccc(C)o3)[nH]c(=O)n2)c(O)cc2occc12	66	92	36	96	43	104	50	33	22
CC(=O)C1CCCC1=O (centres undefined)	106	102	112	111	105	120	102	104	111
COC(=O)CC(=O)C=P(c1ccccc1)(c1ccccc1)c1ccccc1	107	91	93	80	89	95	nt	98	94
O=C(CN1CCCCCC1)Nc1nc2ccc(NCc3ccc([N+](=O)[O-])cc3)cc2s1	102	104	96	81	84	112	102	90	98
COc1cc2c3cc(C(=O)O)sc(=O)c3n(C)c2cc1OC	91	101	102	98	91	104	80	97	98
C/C(=N/NC(N)=S)c1sc(Nc2cccc(C)c2)nc1C	96	123	109	98	91	112	115	61	94
CCOC(=O)c1cc(-c2ccc(OC)cc2)[nH]c1NNC(=O)CCOC	103	122	118	112	94	109	106	111	101
COc1cccc(/C=C(/C)c2ccc3cccc(OC)c3[o+]2)c1O	96	120	99	114	102	118	92	98	106
CCOC(=O)/C(C#N)=C/c1ccc(Cl)cc1	105	106	100	108	101	105	87	97	101
NNC(=S)NC1CCCCC1	119	100	108	112	100	103	80	108	102
Cc1ccc(C2CC(c3cccs3)=NN2c2ccc(S(N)(=O)=O)cc2)s1 (centres undefined)	85	103	93	87	79	-75*	75	81	98
Cc1cc(C(=O)Nc2ccc(C(N)=O)cc2)c(C)o1	101	102	105	102	97	111	85	97	101
CN(C)S(=O)(=O)Oc1ccc(NC(=O)C2CCCCC2)cc1	102	103	95	90	100	104	107	92	99
CN(N=O)C(=O)c1ccccc1C(=O)N(C)N=O	107	107	106	106	102	110	98	104	108
Cc1ccc(-c2nc3c(N=Nc4ccc(S(N)(=O)=O)cc4)c(N)nn3c(N)c2C#N)cc1	58	52	29	36	14	14	49	82	17
C/C(=N\NC(N)=O)c1cccc(/C(C)=N/NC(N)=O)n1	60	66	49	96	71	87	84	83	89
Cc1sc2c(=O)[nH]c(N3CCOCC3)nc2c1C	104	109	99	98	98	95	95	100	95
Cc1ccc2nc(C)c(-c3nnc(SCc4ccc(Br)cc4)o3)n2c1	90	109	90	97	82	100	84	81	91
NC1=NCc2nc3ccccc3c(=O)n2C1	106	89	100	103	101	124	99	99	103
C[C@]12CC[C@@H]3c4ccc(O)c(N)c4CC[C@H]3[C@@H]1CC[C@@H]2O	109	120	103	103	90	123	94	101	122
COc1ccc(C#CC(=O)O)c(OC)c1	111	100	101	113	103	114	101	113	108

3 of these compounds, reformatted.
Cc1ccc(C2CC(c3cccs3)=NN2c2ccc(S(N)(=O)=O)cc2)s1 (centres undefined)
- SNB-19 = 85
- HCC-2998 = 103
- KM12 = 93
- HT29 = 87
- HCT-116 = 79
- COLO 205 = -75*
- SNB-75 = 75
- HCT-15 = 81
- SW-620 = 98
NC1=NCc2nc3ccccc3c(=O)n2C1
- SNB-19 = 106
- HCC-2998 = 89
- KM12 = 100
- HT29 = 103
- HCT-116 = 101
- COLO 205 = 124
- SNB-75 = 99
- HCT-15 = 99
- SW-620 = 103
C/C(=N/NC(N)=S)c1sc(Nc2cccc(C)c2)nc1C
- SNB-19 = 96
- HCC-2998 = 123
- KM12 = 109
- HT29 = 98
- HCT-116 = 91
- COLO 205 = 112
- SNB-75 = 115
- HCT-15 = 61
- SW-620 = 94

Next section
SMILES	SNB-19	HCC-2998	KM12	HT29	HCT-116	COLO 205	SNB-75	HCT-15	SW-620
O=C(COc1cccc(-c2nc3sccn3c2-c2ccncn2)c1)c1ccccc1	99	119	100	111	101	105	104	99	103
O=[N+]([O-])c1ccc(/C=C(/C2=NCCN2)n2cnc3ccccc32)cc1	105	110	97	107	97	117	103	93	96
S=C(NCc1ccccc1)c1ccccc1	96	108	102	101	99	117	88	108	102
Cc1ccc2c(n1)C(=O)C(Cl)=C(Nc1ccc(N3CCN(C)CC3)cc1)C2=O	95	95	92	66	-65*	82	-54*	70	-70*
Nc1ccc2c(S(=O)(=O)O)cccc2c1S(=O)(=O)O	104	92	104	105	104	99	82	107	99
Clc1cc(Cl)c(Cl)nn1	94	119	105	99	86	120	107	107	107
CCCn1c(=N)c(S(=O)(=O)c2ccccc2)cc2c(=O)n3ccccc3nc21	91	100	98	99	99	111	86	97	105
O=C1CCc2c(sc3[nH]c(=S)n(-c4ccc(C(F)(F)F)cc4)c(=O)c23)C1	99	93	93	91	88	106	69	93	96
Cc1nc2sccn2c(=O)c1CCN1CCC(=C(c2ccc(F)cc2)c2ccc(F)cc2)CC1	104	97	100	77	80	78	85	94	100
CC(=O)N1CC(=O)NC1=S	101	95	103	106	102	nt	89	100	102
CCn1cc(-c2cc(-c3ccc(Cl)cc3)nc(N)n2)c(-c2ccc(Br)cc2)n1	89	93	78	56	66	86	82	65	100
CCC(OC(=O)CC(C)C)c1ccccc1 (centres undefined)	105	101	107	94	107	107	91	101	105
Cc1ccc(C#N)c(=O)[nH]1	106	89	108	111	106	119	101	100	113
Cc1nc(N)nc(N)c1Oc1ccc(Cl)cc1	103	100	92	88	99	101	77	96	100
CCOC(=O)c1cn([C@H]2CC(=O)[C@@H]3OC[C@H]2O3)nc1N	nt	104	106	108	103	105	92	101	99
Cc1ccc(N2C(=O)NC(c3ccccc3)=CC2c2ccc(N(C)C)cc2)cc1 (centres undefined)	108	96	77	84	78	97	72	79	82
CN(C)c1ccc2c(c1)Cc1cc(N=C3C=CC(=O)O3)ccc1-2	105	111	103	99	100	108	95	98	100
NC(=O)c1ccc(Cn2cc(CSc3nc4ccccc4s3)nn2)cc1	88	111	99	96	93	103	94	100	102
COc1ccc(C2=CC(c3ccc(Oc4ccnc5cc(Cl)ccc45)c(OC)c3)c3c(nc(SC)[nH]c3=O)N2)cc1 (centres undefined)	79	110	81	82	87	120	84	76	104
O=c1oc2cc(OS(=O)(=O)c3ccc(F)cc3)ccc2c2c1CCCCC2	78	70	55	27	54	24	81	27	46
COc1ccc(-c2[nH]ncc2C2NC(=O)c3sc4nc(C)cc(C)c4c3N2)cc1 (centres undefined)	100	111	99	104	95	117	100	98	99
COc1ccc(-c2nc(N)ncc2-c2ccc(Cl)cc2)c(O)c1	104	105	78	93	86	119	77	90	103
O=c1cc(O)cc[nH]1	106	104	107	116	103	103	93	102	98
CCc1ccc(Cc2cnc(N3C(=N)SCC3=O)s2)cc1	99	100	101	119	104	103	86	99	101
CCCCOC(OCCCC)C(C)N (centres undefined)	107	105	101	111	96	110	98	100	98

Four entries drawn at random from the list so far:
SMILES	SNB-19	HCC-2998	KM12	HT29	HCT-116	COLO 205	SNB-75	HCT-15	SW-620
CC(=O)N1CC(=O)NC1=S	101	95	103	106	102	nt	89	100	102
Cc1ccc(C#N)c(=O)[nH]1	106	89	108	111	106	119	101	100	113
Cc1ccc(N2C(=O)NC(c3ccccc3)=CC2c2ccc(N(C)C)cc2)cc1 (centres undefined)	108	96	77	84	78	97	72	79	82
COc1ccc(C2=CC(c3ccc(Oc4ccnc5cc(Cl)ccc45)c(OC)c3)c3c(nc(SC)[nH]c3=O)N2)cc1 (centres undefined)	79	110	81	82	87	120	84	76	104

(listing goes on)
SMILES	SNB-19	HCC-2998	KM12	HT29	HCT-116	COLO 205	SNB-75	HCT-15	SW-620
Nc1sc2c(c1-c1nnc(-c3ccc(Cl)cc3)o1)CCCC2	101	92	89	85	95	99	80	101	98
Cc1cc(CC(=O)O)n(C)c1C(=O)c1ccc(Cl)cc1	108	108	105	109	102	114	121	103	103
O=C(NCCc1ccccc1)c1ccc([N+](=O)[O-])cc1	104	109	102	117	100	128	98	107	107
CC1OC(C)(Cc2ccccc2)OC1C (centres undefined)	120	104	104	102	103	112	91	108	107
COc1ccc(-c2csc(NS(=O)(=O)C3C(=O)ON=[N+]3c3ccc(C)cc3)n2)cc1 (centres undefined)	109	97	94	107	95	111	92	97	110
NS(=O)(=O)c1ccc(N=Nc2c(O)[nH]c3c(F)cccc23)cc1	104	100	103	105	98	111	84	108	95
C#C[C@]1(O)CC[C@H]2[C@@H]3CC=C4c5sc(Nc6ccc(Cl)cn6)nc5CC[C@]4(C)[C@H]3CC[C@@]21C	55	80	39	47	35	89	-0.3*	40	29
CC1(C)O[C@@H](COS(N)(=O)=O)[C@H](c2ccccc2Cl)O1	98	96	106	110	102	104	70	96	97
CC(C)(C)CC(C)(C)Nc1c(-c2ccc(-c3ccccc3)cc2)nc2sccn12	91	92	93	85	89	105	99	82	105
COc1cc2c(c3c1OCCO3)C(=O)N[C@@H]1[C@@H](O)[C@@H](O)[C@H](O)C[C@@H]21	100	100	95	102	100	111	100	102	107
CCCCN(CC(O)c1cc2c(c3ccccc13)CCCC2)c1ccc(OC)cc1 (centres undefined)	96	90	85	59	58	96	79	72	68
COc1cc(C2C3=C(COC3=O)N(CCO)c3cc4c(cc32)OCO4)cc(OC)c1OC (centres undefined)	-2.2*	-13*	5.4*	1.0*	4.3*	-84*	51	18	19
CC(=O)OC1=C2C(C[C@H]3[C@@H]4CC[C@@H]5C[C@H](O)CC[C@]5(C)[C@H]4C(=O)C[C@]23C)C(C(=O)O)=C(C(=O)O)C1 (some centres undefined)	106	106	117	103	106	113	116	113	100
Cc1ccc(-c2c3c(nc4c2c(C)nn4-c2ccccc2)NC2(NC3)C(=O)N(C)c3ccccc32)cc1 (centres undefined)	103	115	92	81	71	97	89	94	97
Cc1ccccc1Nc1ncnc2[nH]ncc12	111	117	94	87	106	109	93	102	103

From PubChem BioAssay
